Bioassay records: PubChem BioAssay, several laboratories
RmlCD inh mix: inhibitors of RmlC and RmlD coupled enzymes; 110,000 tested, 0.39% active; inhibition, % at 5.5 µM; RmlC/RmlD coupled enzyme inhibition, 384-well mixture HTS; in the data active = inhibition above about 30%, passing the limit was not always enough; inconclusive = no clear call, values can overlap the other calls; note: strong numbers were not always called active
HIV RNase H inh: inhibitors of HIV-1 reverse transcriptase RNase H | RT-RNase H RNA/DNA duplex cleavage, fluorescence | 65,000 tested, 1.9% active | AID 565 | P04585 | inhibition, % at 10 µM; in the data active = inhibition above about 50%
Numbers without * were called inactive; ? = inconclusive; / = no result given; & = joins results of further samples. A portion of the library; rates above refer to the full screens.

SMILES	RmlCD inh mix	HIV RNase H inh
COc1ccc(C2/C=C\CN(S(=O)(=O)c3ccc4ccccc4c3)CC(=O)N2Cc2ccc(F)cc2)cc1 (stereo not given)	3	/
CC(=O)c1cccc(NC(=O)CCNS(=O)(=O)c2cccc3nsnc23)c1	9	-14
COc1ccc(Cl)cc1S(=O)(=O)N1CCN=C1C	6	-15
COc1ccc(-c2nn(C)c3sc(C(=O)N4CCOCC4)cc23)cc1OC	5	-39
COc1cc2c(cc1OC)-c1cc(Nc3ccc4c(c3)OCCO4)nc(=O)n1CC2	2	-32
Cc1ccc(Cl)cc1NC(=O)COC(=O)C1CCCCC1	6	/
COc1ccc(C)cc1NC(=O)c1ccc(S(=O)(=O)N2CCOCC2)cc1	-17	-43
CC[C@H](C)[C@H](NS(=O)(=O)c1ccc(C)cc1)C(=O)N1CCC(C(=O)N[C@H](C(=O)O)C(C)C)CC1	-2	-11
CCCOc1cccc(NC(=O)c2c(-c3ccccc3)noc2C)c1	2	-3
COc1cc2[nH]c(-c3ccc(C)cc3)cc(=O)c2cc1OC	-1	/
CCc1ccc(-c2nc(CN3CCCC(C(=O)O)C3)c(C)o2)cc1 (stereo not given)	4	-5
Cc1cc(Nc2ccc(Cl)cc2)n(-c2cccc(Cl)c2)n1	-10	/
C=CCn1c(SCc2c(C)noc2C)nc2ccccc2c1=O	-8	/
C/C(=N\OC(=O)c1ccc(C)cc1)c1sc(C)nc1C	11	/
Cc1cc(C(F)F)n2nc(C(=O)Nc3cc(C)on3)nc2n1	-14	-7
CC(C)CC(=O)NN(C)c1nc(-c2ccccc2)nnc1C(F)(F)F	-12	/
CCOC(=O)C(=CNc1cc(C)nn1-c1ccc(C)cc1)C(=O)OCC	-3	/
CC(=O)N1CCN(C(=O)c2cccc(S(=O)(=O)Nc3ccc(C)cc3)c2)CC1	5	3
CCN(CC)CCCN1C(=O)C(O)=C(C(C)=O)C1c1cccc(OC)c1 (stereo not given)	17	-5
COc1ccc(N2CCN(CCNC(=O)CCNS(=O)(=O)c3cccs3)CC2)cc1	-8	-4
CCOC(=O)N=S(=O)(Oc1ccc([N+](=O)[O-])cc1)c1ccc(Cl)cc1 (stereo not given)	11	/
Cc1ccc(-c2noc(CCC(=O)NCCCN3CCN(c4cccc(Cl)c4)CC3)n2)cc1	-1	-7
COC(=O)[C@@H]1C[C@@]2(O)[C@H](O)[C@H](O)[C@H](O)C[C@H]2N1Cc1ccccc1OS(=O)(=O)c1ccc(C)cc1	-17	/
CCOC(=O)C1CCCN(c2cc(=O)n(Cc3ccc(F)cc3)c(=O)[nH]2)C1 (stereo not given)	-11	-7
CC(C)(C)c1cc(C(=O)NCc2ccccc2)ccn1	9	-4

Entries above with an NH in an aromatic ring, in the order listed:
SMILES	RmlCD inh mix	HIV RNase H inh
COc1cc2[nH]c(-c3ccc(C)cc3)cc(=O)c2cc1OC	-1	/
CCOC(=O)C1CCCN(c2cc(=O)n(Cc3ccc(F)cc3)c(=O)[nH]2)C1 (stereo not given)	-11	-7

Additional entries follow.
SMILES	RmlCD inh mix	HIV RNase H inh
CCOc1cc(Br)ccc1S(=O)(=O)N1CC(C)OC(C)C1 (stereo not given)	5	/
O=C(NCc1cccnc1)c1ccc(CS(=O)(=O)c2ccc(Cl)cc2)o1	?	33
COc1cc(CN(C)Cc2ccccc2)cc(OC)c1O	-2	/
N#CCCN(Cc1cccnc1)S(=O)(=O)c1ccc(S(=O)(=O)NC2CCCCC2)cc1	-18	-7
CCOC(=O)c1c(N)sc(C(=O)N2CCCC2)c1C	1	-13
COC(=O)c1ccccc1NC(=O)c1cc(-c2ccc(C)cc2)on1	10	/
Cc1nn(C(C)C(=O)N2CCCCC2)c(=O)c2c1sc1ccccc12 (stereo not given)	/	-9
CCN(CC)S(=O)(=O)c1cc([N+](=O)[O-])ccc1NNC(=O)Nc1ccccc1	8	/
C=CCOC(=O)C1=C(C)OC(N)=C(C#N)[C@@]12C(=O)N(CC(N)=O)c1ccccc12	-8	-4
CCC1CCCCN1C(=O)CSc1nnc(-c2ccc3c(c2)OCCO3)o1 (stereo not given)	-10	0
COc1ccc(C)cc1S(=O)(=O)N1CCN(S(=O)(=O)c2cc(C)ccc2OC)CC1	-7	2
CCOP(=O)(CC(C(C)=O)C(O)c1ccccc1)OCC (stereo not given)	-13	/
CCOCCCNC(=O)C(c1ccc(C)cc1)N1CCOCC1 (stereo not given)	8	-4
COc1cccc(-c2csc(N3CCN(C(=O)C4CCCCC4)CC3)n2)c1	/	0
O=C(COC(=O)c1ccccn1)NCCCc1ccccc1	4	-5
O=C(CN1CCc2ccccc2C1)NCc1ccco1	-11	/
O=C(Nc1ncc(Br)s1)C1CCCN1S(=O)(=O)c1cccc2cccnc12 (stereo not given)	5	12
CNC(=O)c1ccc(-c2ccc(OC)cc2)s1	85*	/
O=C(CCn1c(=O)[nH]c2ccsc2c1=O)N1CCN(c2cccc(Cl)c2)CC1	6	-7
Cc1cccc(OCc2nnc(SCC(=O)NCCc3ccccc3)o2)c1	-8	-2
c1ccc(CCCNc2ncnc3nc[nH]c23)cc1	-12	-28
CC1CCCCC1NC(=O)C1CCN(S(=O)(=O)N2CCCCCC2)CC1 (stereo not given)	9	1
CN1CCN(C(=O)C2CCN(S(=O)(=O)c3ccc4c(c3)oc(=O)n4C)CC2)CC1	9	-3
CCn1c(CC(=O)Nc2ccc(C)c(Cl)c2)nnc1SCC(=O)Nc1nc(C)cs1	6	/
c1ccc(OCCCCn2cnc3ccccc32)cc1	5	-29

Profiles from above. Order of screens: RmlCD inh mix, HIV RNase H inh
CCOCCCNC(=O)C(c1ccc(C)cc1)N1CCOCC1 (stereo not given) in the list: 8, -4
CCOc1cc(Br)ccc1S(=O)(=O)N1CC(C)OC(C)C1 (stereo not given) in the list: 5, /
O=C(Nc1ncc(Br)s1)C1CCCN1S(=O)(=O)c1cccc2cccnc12 (stereo not given) in the list: 5, 12
C=CCOC(=O)C1=C(C)OC(N)=C(C#N)[C@@]12C(=O)N(CC(N)=O)c1ccccc12 in the list: -8, -4
c1ccc(CCCNc2ncnc3nc[nH]c23)cc1 in the list: -12, -28

(next part)
SMILES	RmlCD inh mix	HIV RNase H inh
Cc1onc(-c2ccncc2)c1C(=O)O	-2	3
CC1CC(C)CN(S(=O)(=O)c2ccc(C(=O)Nc3nnc(-c4cccs4)o3)cc2)C1 (stereo not given)	/	74*
CCOc1ccccc1Nc1nc(N)nc(CSc2nncn2C)n1	7	-6
COc1ccc(/C(N)=N/OC(=O)Oc2ccccc2)cc1	4	/
N#CC1(C#N)CC(C=O)=C(N)C1(C#N)CC(=O)c1ccc(F)cc1 (stereo not given)	-14	/
Cc1ccc(OCC(=O)Nc2ccc(F)cc2)cc1	8	/
c1ccc(C2=NC(c3ccccc3)N=C(c3ccccc3)N2)cc1	5	/
Nc1c(C(=O)O)nnn1Cc1ccccc1	6	/
C[C@@H](CN1C2=NC[C@H](Cc3ccccc3)N2C[C@H]1Cc1ccc(O)cc1)NC(=O)CCC1CCCCC1	12	/
O=C(c1ccc(Cl)c(F)c1F)N1CCOCC1	-8	/
C/C=C/c1ccc(OCCCCN2C(=O)NC(C)(C)C2=O)c(OC)c1	8	-7
COc1ccccc1-c1nnc2sc(-c3ccc(N(C)C)cc3)nn12	/	-69
CCOC(=O)c1sc(C)c2c(=O)n(Cc3ccc(Cl)cc3)c(C)nc12	12	/
COc1ccc2occ(C(C)=O)c2c1	0	/
CCCc1cc(=O)oc2cc(OCC(=O)OC)cc(OCC(=O)OC)c12	31	-7
CCCN1CCCc2ccccc21	13	/
COc1cc(OC)cc(C(=O)NC(=S)Nc2ccc3c4c(cccc24)CC3)c1	15	/
COc1ccc2oc(/C=C/N(C)C)c(C(=O)c3ccc(Cl)cc3)c2c1	7	/
N#Cc1ccc(CSc2nnc(Cc3cccs3)n2Cc2ccco2)cc1	-9	-28
Cc1sc2ncn(CC(=O)OC(C)C)c(=O)c2c1C	?	/
O=C(O)CCNc1ccc2c(c1)OCCO2	-1	-3
COc1ccc(C2=NOC(C(=O)Nc3cc(C)nn3-c3ccccc3)C2)cc1OC (stereo not given)	-16	-19
O=C1CC(SCc2nc3ccccc3[nH]2)C(=O)N1c1ccc(Cl)cc1 (stereo not given)	-8	/
Cc1ccc(CN2CCN(C(=O)C3CCC3)CC2)cc1	-14	2
Cc1ccc(S(=O)(=O)N(CC(=O)NCCSc2ccccn2)c2cc(C)cc(C)c2)cc1	-5	/

Some of the entries so far, with values under each structure.
Sequence of screens: RmlCD inh mix | HIV RNase H inh
> COc1cc(CN(C)Cc2ccccc2)cc(OC)c1O
 : -2 | /
> N#CCCN(Cc1cccnc1)S(=O)(=O)c1ccc(S(=O)(=O)NC2CCCCC2)cc1
 : -18 | -7

Next section
SMILES	RmlCD inh mix	HIV RNase H inh
CCn1cc(C(=O)NCCCOC)c2cc(OC)c(OC)cc2c1=O	5	-6
COCCNC(=O)C(OC(=O)CC1Sc2ccccc2NC1=O)c1ccncc1 (stereo not given)	0	1
COC(=O)NC(NC(=S)Nc1ccc([N+](=O)[O-])cc1)C(Cl)(Cl)Cl (stereo not given)	8	/
Nc1nc(Cl)nc2c1ncn2[C@H]1C[C@H](O)[C@@H](CO)O1	-1	0&-1
C#CCNC(=O)C1=C[C@H](C2CC2)C[C@H](OCCCCO)O1	5	/
CC(=O)N(CCO)Cc1cc2cc(C)cc(C)c2[nH]c1=O	-9	-5
COCC(C)n1c(C)cc(C(=O)COC(=O)c2nc3nc(C)cc(C)n3n2)c1C (stereo not given)	5	4
CCOc1ccc(S(=O)(=O)N2c3ccccc3CC2C)cc1 (stereo not given)	3	/
CCc1nc2ccc(Br)cc2c(=O)n1-c1ccccc1C(F)(F)F	-9	/
O=C(NCCc1ccc(Cl)cc1)C1CCN(S(=O)(=O)c2ccc(-n3cnnn3)cc2)CC1	-12	-10
CC(C)c1ccc(NC(=O)C(c2ccccc2)N2CCN(C(=O)c3ccco3)CC2)cc1 (stereo not given)	-4	-8
COC(=O)C1=C(C)OC(N)=C(C#N)C1c1ccccc1 (stereo not given)	11	-41
c1ccc(Oc2cc(-n3cccn3)ncn2)cc1	-8	-3
CCOC(=O)C1=C(C)N=c2s/c(=C\c3ccc(OC(C)=O)c(OCC)c3)c(=O)n2C1/C=C/c1ccccc1 (stereo not given)	13	/
CCCn1c(N)c(C(=O)COC(=O)c2c(C)noc2C)c(=O)n(C)c1=O	0	0
CN(CCNC(=O)C1CC(=O)N(c2ccc(F)c(Cl)c2)C1)Cc1ccccc1 (stereo not given)	8	-8
CCOC(=O)N1CCN(c2c(NCc3ccccc3OC)c(=O)c2=O)CC1	-3	1
Cc1cc(Br)ccc1NC(=O)CNC(=O)CN1C(=O)NC2(CCCCCC2)C1=O	-11	-6
O=C(CSc1nc2ccccc2c(=O)n1Cc1ccco1)N1CCCCCC1	-6	-20
Cc1cc(NC(=O)COc2cccc(Oc3ccccc3)c2)no1	1	-35
N=c1c(C(=O)NCc2ccc(F)cc2)cc2c(=O)n3ccccc3nc2n1CC1CCCO1 (stereo not given)	114	-17
O=C1NCCCC1C(=O)N1CCN(C(=O)c2ccco2)CC1 (stereo not given)	-4	2
CNC(C)C#Cc1ccc2c(=O)c3cc(C)c(C)cc3oc2c1 (stereo not given)	-15	/
O=C(N[C@@H](Cc1ccc(O)cc1)C(=O)O)c1cccnc1	3	/
O=C(Nc1cc(C(F)(F)F)cc(C(F)(F)F)c1)c1ccc(Cn2cc(C(F)(F)F)ccc2=O)cc1	10	/

For reference, part of the list above.
SMILES	RmlCD inh mix	HIV RNase H inh
Cc1cc(NC(=O)COc2cccc(Oc3ccccc3)c2)no1	1	-35
N=c1c(C(=O)NCc2ccc(F)cc2)cc2c(=O)n3ccccc3nc2n1CC1CCCO1 (stereo not given)	114	-17
O=C1NCCCC1C(=O)N1CCN(C(=O)c2ccco2)CC1 (stereo not given)	-4	2
CNC(C)C#Cc1ccc2c(=O)c3cc(C)c(C)cc3oc2c1 (stereo not given)	-15	/
O=C(N[C@@H](Cc1ccc(O)cc1)C(=O)O)c1cccnc1	3	/
O=C(Nc1cc(C(F)(F)F)cc(C(F)(F)F)c1)c1ccc(Cn2cc(C(F)(F)F)ccc2=O)cc1	10	/

Other entries.
SMILES	RmlCD inh mix	HIV RNase H inh
CN(C)C=Nc1c(Br)cc(Br)c2nonc12	-10	1
CC(=O)/C(=C/Nc1ccc(Oc2ccccc2)cc1)c1ccccc1	4	/
CC(C)(C)NC(=O)C(c1ccccn1)N(C(=O)c1ccc2c(c1)OCCO2)C1CCCC1 (stereo not given)	4	-7
CCC(=O)N1CCc2cc(S(=O)(=O)NCCC(=O)N3CCN(c4ccccn4)CC3)ccc21	11	0
Cc1ccc(C(=O)Nc2nnc(C3CCCCC3)s2)o1	5	/
CCNc1ccc(Br)cc(C(=O)/C=C/c2ccc3c(c2)OCO3)c1=O	-3	/
O=C(NCCCN1CCCC1=O)c1ccc(OCc2ccccc2)cc1	-8	/
O=C(/C=C/c1ccccc1)NC(NC(=S)Nc1cccc(Cl)c1)C(Cl)(Cl)Cl (stereo not given)	-11	/
CCn1c2ccccc2c2cc(/C=N/NC(=O)c3cccc(C)c3)ccc21	-10	/
COc1ccccc1C1C(C(=O)NCc2ccccc2)=C(C)Nc2ncnn21 (stereo not given)	5	-8
CCn1c(-c2c[nH]c3ccccc23)n[nH]c1=S	2	-21
Cc1c(C#N)c2ccccc2n1CCOc1ccccc1F	-2	-47
O=C(O)C1C2C=CC(O2)C1C(=O)NCc1ccc2c(c1)OCO2 (stereo not given)	3	-3
COc1cc(S(=O)(=O)N2CCOCC2)cc(C(=O)c2nccn2C)c1OC	30	3
Cc1ccc(N2CCN(S(=O)(=O)N(C)C)CC2)cc1Cl	4	1
CCOC(=O)N1CCN(c2cc(=O)n(-c3ccc(OCC)cc3)c(=O)[nH]2)CC1	4	-4
Cc1c(C(=O)N2CCC(C)CC2)oc2ccc(S(=O)(=O)N3CCC4(CC3)OCCO4)cc12	3	/
CCOc1cccc(SCc2noc(C(=O)NCC3CCCO3)c2C(=O)O)c1 (stereo not given)	1	/
COC(=O)c1cccc(NC(=O)Cc2coc3cc(OC)ccc23)c1	11	-25
CCOC(=O)N1CCN(Cc2nc3c(c(=O)n(C)c(=O)n3C)n2Cc2ccccc2)CC1	-2	-4
COc1ccccc1NCC(O)Cn1c2ccccc2c2ccccc21 (stereo not given)	-9	/
